Mdm2-MdmX inh = inhibitors of human Mdm2-MdmX association, primary screen, cell-based, luminescence, split luciferase, SaOS-2, uHTS. Protein Mdm4 (Homo sapiens) + E3 ubiquitin-protein ligase Mdm2 (Homo sapiens), …. 330,000 tested, 3% active. SaOS-2 split-luciferase Mdm2/MdmX complementation. inhibition, % at 8 µM. AID 485346, 2010;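 active means inhibition of at least 50% at 8 µM in the primary screen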
697 NFkB inh = inhibitors of PMA/ionomycin-induced NF-kB reporter, 697 cells, primary screen, B-cell NF-kB inhibitor project, cell-based, luminescence, uHTS; 330,000 tested, 0.33% active; AID 435022, 2010; 697 B-cell NF-kB luciferase reporter, 16 h; inhibition, % at 4 µM; in the data active means inhibition above about 35%
UPR XBP1 act = activators of adaptive XBP1 UPR arm, primary screen, cell-based, CHO-XBP1 luciferase reporter, luminescence, uHTS | IRE1-XBP1 UPR activation; percent of tunicamycin response, DMSO as zero | activation, % at 20 µM | 330,000 tested, 0.33% active;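 active means versus positive control, 20 µM dose yields 30% or more activation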;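 further: 100% = tunicamycin at 10 µg/mL and 0% = DMSO only wells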
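Assay system: IRE1-XBP1 luciferase reporter CHO line. Input: 1000 cells/well. Buffer or medium: F12 with 10% serum. Doses: 20 µM, 1% DMSO. Times: overnight seeding at 37 °C, 6 h compound treatment at 37 °C. Technique: Steady-Glo luciferase glow luminescence, 10 min after reagent addition.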
Jurkat NFkB inh = inhibitors of induced NF-kB luciferase reporter, primary screen, TCR NF-kB activation inhibitor project, cell-based, luminescence, uHTS; Jurkat, PMA/ionomycin-induced NF-kB luciferase reporter; inhibition, % at 4 µM; 330,000 tested, 0.53% active; in the data active means inhibition above about 50%
UPR CHOP act = activators of apoptotic CHOP UPR arm, primary screen, cell-based, CHO-CHOP luciferase reporter, luminescence, uHTS | UPR activation; percent of tunicamycin response over DMSO baseline | activation, % at 10 µM | 330,000 tested, 0.34% active;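 active means at 10 µM dose, activation of 40% or more, normalized to positive control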;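 further: 100% = tunicamycin at 10 µg/mL and 0% = DMSO alone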
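Test system: CHO-CHOP cells, stable luciferase reporter of PERK-eIF2a-CHOP signalling | Quantity: 500 CHO-CHOP cells per well | Buffer or medium: F12 plus 10% serum | Compound dosing: 10 µM single point, 0.5% DMSO | Schedule: 6 h compound treatment, 37 °C | Signal: Luciferase luminescence | Control set: Tunicamycin high control, DMSO low control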
APJ agonist = agonists of human apelin receptor APJ, primary screen, CHO-K1 cells, PathHunter beta-arrestin, luminescence; 0% DMSO wells, 100% apelin; activation, % at 20 µM; 330,000 tested, 0.11% active; AID 2520, 2010;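 active means activation more than six SD over the plate average, tested at 20 µM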;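 further: 0% = DMSO alone and 100% = apelin-13 at 10 nM; some results filed as inactive read as strong as hits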
Target sequence (P35414 whole entry, looked up): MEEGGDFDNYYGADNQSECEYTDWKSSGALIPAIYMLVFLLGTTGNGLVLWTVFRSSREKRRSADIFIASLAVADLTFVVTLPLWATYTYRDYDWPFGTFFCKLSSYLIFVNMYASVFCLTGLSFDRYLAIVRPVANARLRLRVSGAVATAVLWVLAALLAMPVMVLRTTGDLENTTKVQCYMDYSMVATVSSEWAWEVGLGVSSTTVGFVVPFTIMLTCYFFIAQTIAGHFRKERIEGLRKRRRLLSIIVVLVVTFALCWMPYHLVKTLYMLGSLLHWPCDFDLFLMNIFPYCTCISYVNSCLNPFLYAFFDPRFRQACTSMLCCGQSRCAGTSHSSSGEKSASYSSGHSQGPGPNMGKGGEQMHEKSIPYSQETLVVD
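Assay system: CHO-K1 cells stably expressing ProLink-tagged human APJ and arrestin–beta-gal acceptor. Compound dosing: 20 µM single point, 1% DMSO. Times: 16-18 h seeding, 90 min dark compound exposure, 60 min detection. Detection: beta-gal luminescence. Evaluation: APJ–arrestin association signal. Controls: negative DMSO alone, positive Apelin-13 at 10 nM.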
tim23-1 inh = growth inhibitors of tim23-1 mutant yeast, primary screen, luminescence, uHTS. S. cerevisiae tim23-1 growth, BacTiter-Glo luminescence, 24 h. inhibition, % at 20 µM. 330,000 tested, 1.3% active;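 active means growth inhibition of the mutant yeast at or above 50%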;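 further: temperature-sensitive mutant grown at 25 °C; plate controls were DMSO-treated mutant yeast for no effect and medium wells lacking yeast for full effect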
APJ antagonist = antagonists of human apelin receptor APJ, primary screen, CHO-K1 cells, beta-arrestin complementation, luminescence | 330,000 tested, 0.32% active | inhibition, % at 20 µM;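 active means inhibition above about 40% at 20 µM, limit read from the data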;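 further: cells challenged with 10 nM apelin-13 agonist together with compound; plate controls were apelin-13 plus DMSO wells for no effect and DMSO wells lacking apelin-13 for full effect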
Starred values were filed as active, the others as inactive.

Values run as follows: Mdm2-MdmX inh, 697 NFkB inh, UPR XBP1 act, Jurkat NFkB inh, UPR CHOP act, APJ agonist, tim23-1 inh, APJ antagonist
> COc1ccc(C(=O)Nn2c(SCC(=O)NC3CCCC3)nc3ccccc3c2=O)cc1
    36, -120, -3, -84, -0.8, 0, -13, -12
> Cc1ccc2nc(SCc3nc4ccccc4c(=O)[nH]3)[nH]c2c1
    -96, -66, 1, -32, 1.5, 3, -2, 2
> O=c1cc(CO)occ1OCc1ccccc1
    8, 4, 2, -3, 0.3, 2, 14, 15
> S=C(NCC1CCCO1)NC12CC3CC(CC(C3)C1)C2 (stereo not given)
    20, 5, 0, 7, -0.3, -4, 5, 13
> Cc1cccc(/C=N/n2c(-c3ccncc3)n[nH]c2=S)c1
    16, -4, -1, 2, -0.9, 5, 21, 2
> CC/C(O)=C(/C#N)c1nnc2n1CCCCC2
    -3, 1, -3, 2, 2.3, 3, -20, -2
> CC(C)C1NCCc2c1sc1ccccc21 (stereo not given)
    21, 9, 5, 2, -0.5, 3, -5, 8
> O=S1(=O)CCC(NS(=O)(=O)c2cccc3cccnc23)C1 (stereo not given)
    5, 25, -2, 0, 0.1, -7, 4, -11
> CC(C(=O)NCCC1=CCCCC1)c1ccc([N+](=O)[O-])cc1 (stereo not given)
    16, -1, 3, 9, -2.0, -2, -14, 15
> COc1ccc(NC(=O)c2cc(S(=O)(=O)N3CCc4ccccc43)cn2C)c(OC)c1
    -16, -7, 1, -11, -3.2, 2, 2, 6
> CCN(c1ccccc1)S(=O)(=O)c1ccc(Cl)c(NC(=O)CN2CCN(C)CC2)c1
    -6, 7, -2, -20, -0.3, -4, 1, 18
> CC(C)CCNC(=O)Cc1c(C(=O)O)[nH]c2ccc(Cl)cc12
    16, -2, 0, 11, -4.4, 2, -3, 14
> CCNc1nc(OCC)nc(N2CCC(Cc3ccccc3)CC2)n1
    12, 3, -4, 16, 0.1, -1, 11, 19
> Cc1ccc(OCCCCN2CCCCC2)cc1
    8, -1, -5, -6, -1.1, -3, -7, 0
> O=C1c2ccccc2C(=O)N1CCOc1ccc(F)cc1
    -7, -97, -3, 9, 9.2, 2, 12, 12
> CCC(C)NC(=O)CSc1nnc(-c2ccc(C(C)(C)C)cc2)n1C (stereo not given)
    14, -32, -4, -19, -1.4, 3, 24, -1
> Cc1ccc(NC(=O)c2nc[nH]c2C(=O)NCCCCCNC(=O)OC(C)(C)C)cc1
    31, 2, -4, 13, 3.9, -3, 23, -2
> COc1ccccc1/C=N/N1C(=O)c2cccc3cccc(c23)C1=O
    -6, 31, 0, 4, 1.8, -6, -9, -19
> COc1ccc(OC(C)C(=O)Nc2ccccc2F)cc1 (stereo not given)
    -2, -3, -1, -16, -2.7, -1, -1, -2
> O=C(Nc1ccccc1)c1ccccc1NC(=O)c1ccccc1C(=O)O
    5, -22, 0, -25, 1.4, -3, -5, 0
> Cn1c(=O)c2ncn(CC(=O)O)c2n(C)c1=O
    -28, 1, -4, -4, -1.3, -4, 5, -15
> N=c1ccn(Cc2ccc(Cl)c(Cl)c2)cc1
    46, -24, 0, 23, -0.7, -2, 0, 6
> CCCCCn1c(C)c2c(OCC)cccc(=O)c2c1C
    22, 10, -4, 10, -1.1, -4, 3, 12
> COC(=O)c1ccc(/C=N/N2CCN(Cc3ccccc3)CC2)cc1
    -1, 9, 0, 9, 2.8, 0, 29, 4
> COc1ccc(-c2nnc(SCC(=O)NCC3CCCO3)o2)cc1 (stereo not given)
    -6, 12, -3, 7, 0.9, -6, -6, 10
> CCOc1ccccc1NC(=O)Cc1coc2cc(C)ccc12
    -3, -1, 1, -9, -0.2, -2, 19, 8
> O=C(O)CCCCCN1C(=O)/C(=C\c2ccc(-c3ccc(Cl)cc3)o2)SC1=S
    0, -11, 2, 11, -0.4, -5, -18, 10
> Cc1cc2cc3c(cc2nc1SCc1ccccn1)OCCO3
    -10, -50, 3, -3, 4.5, 7, 15, -21
> C[C@@H]1CN(C2CCN(Cc3nc(CC4CC4)no3)CC2)C[C@H](C)O1
    5, 3, -2, 3, -1.2, -3, -22, 4
> CCn1c(CNC(=O)c2ccc(OC)cc2)nnc1SC
    25, 7, -1, -5, 7.2, -4, 11, 6
> CCOCCCN1C(=O)CN(C2CCC(C)CC2)C(=O)C1c1ccc(C)cc1 (stereo not given)
    5, 4, -1, 6, -0.4, -3, 13, 1
> CCc1ccccc1NC(=O)N[C@@H](C)C(=O)OC
    12, -15, -1, -11, -3.2, 1, -5, 7
> Cc1ccc(C(=O)C(C)OC(=O)c2n[nH]c(=O)c3ccccc23)cc1 (stereo not given)
    16, 5, -1, 2, 0.5, -3, 20, -17
> CCN(CCO)Cc1csc2ccc(Br)cc12
    17, 2, -2, -9, -1.8, -3, -3, -15
> COc1ccc(NC2=NC(C)(CO)CS2)cc1 (stereo not given)
    11, -10, 1, -31, -0.4, -2, -3, 12
> c1ccc(CN(Cc2ccccc2)c2ncnc3c2nnn3Cc2ccccc2)cc1
    18, 17, -1, -19, -1.0, -5, -11, 8
> CC(=O)c1cccc(NC(=O)CCN2C(=O)C3CC=CCC3C2=O)c1 (stereo not given)
    9, 7, -2, 4, -0.8, 1, 23, 4
> COc1ccc(NN=Nc2ccc([N+](=O)[O-])cc2)cc1
    -131, -137, 8, -128, 7.8, -2, 15, 15
> CCC(C)c1ccccc1NC(=O)c1[nH]c(C)c(C(C)=O)c1C (stereo not given)
    20, 6, -3, 0, -0.7, 0, 27, 6
> CC(=O)C1=C(O)C(=O)N(c2ccc(Br)cc2)C1c1ccc(Br)cc1 (stereo not given)
    -8, -38, -3, -21, 1.8, 3, 16, -4

For convenience, part of the list above.
Values run as follows: Mdm2-MdmX inh, 697 NFkB inh, UPR XBP1 act, Jurkat NFkB inh, UPR CHOP act, APJ agonist, tim23-1 inh, APJ antagonist
> Cn1c(=O)c2ncn(CC(=O)O)c2n(C)c1=O
    -28, 1, -4, -4, -1.3, -4, 5, -15
> N=c1ccn(Cc2ccc(Cl)c(Cl)c2)cc1
    46, -24, 0, 23, -0.7, -2, 0, 6
> CCCCCn1c(C)c2c(OCC)cccc(=O)c2c1C
    22, 10, -4, 10, -1.1, -4, 3, 12
> COC(=O)c1ccc(/C=N/N2CCN(Cc3ccccc3)CC2)cc1
    -1, 9, 0, 9, 2.8, 0, 29, 4
> COc1ccc(-c2nnc(SCC(=O)NCC3CCCO3)o2)cc1 (stereo not given)
    -6, 12, -3, 7, 0.9, -6, -6, 10
> CCOc1ccccc1NC(=O)Cc1coc2cc(C)ccc12
    -3, -1, 1, -9, -0.2, -2, 19, 8
> O=C(O)CCCCCN1C(=O)/C(=C\c2ccc(-c3ccc(Cl)cc3)o2)SC1=S
    0, -11, 2, 11, -0.4, -5, -18, 10
> Cc1cc2cc3c(cc2nc1SCc1ccccn1)OCCO3
    -10, -50, 3, -3, 4.5, 7, 15, -21
> C[C@@H]1CN(C2CCN(Cc3nc(CC4CC4)no3)CC2)C[C@H](C)O1
    5, 3, -2, 3, -1.2, -3, -22, 4
> CCn1c(CNC(=O)c2ccc(OC)cc2)nnc1SC
    25, 7, -1, -5, 7.2, -4, 11, 6
> CCOCCCN1C(=O)CN(C2CCC(C)CC2)C(=O)C1c1ccc(C)cc1 (stereo not given)
    5, 4, -1, 6, -0.4, -3, 13, 1
> CCc1ccccc1NC(=O)N[C@@H](C)C(=O)OC
    12, -15, -1, -11, -3.2, 1, -5, 7

The results go on.
Values run as follows: Mdm2-MdmX inh, 697 NFkB inh, UPR XBP1 act, Jurkat NFkB inh, UPR CHOP act, APJ agonist, tim23-1 inh, APJ antagonist
> O=C(NC(=O)c1cccc(F)c1)OC[C@@H]1CCCN2CCCC[C@H]12
    -23, 0, -1, 15, -0.3, 0, 5, -54
> COc1cccc(CC(=O)Nc2ccc3c(c2)OC2(CCCC2)O3)c1
    -21, -33, 2, -28, -0.2, -3, 43, 4
> COc1cccc(NC(=O)[C@H](Cc2c[nH]c3ccccc23)NC(=O)[C@@H]2Cc3ccccc3CN2)c1
    94*, -276, -1, -30, 2.0, -5, 15, -30
> c1coc(CSCc2cn3cccnc3n2)c1
    10, -8, 0, -5, 0.1, -1, -4, 9
> CC(C)CCNC(=O)CSc1nnc(-c2ccc(S(=O)(=O)N3CCCC3)cc2)n1C
    12, -1, -2, -9, 0.1, -3, -6, 6
> Cc1nnc(SCc2c(Cl)cccc2Cl)s1
    6, -19, 2, -27, 1.0, -2, 16, 9
> CC[N+]1(CC)CC2=Cc3c(ccc4ccccc34)CC2C1 (stereo not given)
    -16, 1, -1, -1, -1.9, -3, 13, -4
> COc1ccc(OCC(O)Cn2c(Nc3ccccc3)nc3c2c(=O)n(C)c(=O)n3C)cc1 (stereo not given)
    15, 19, -3, -26, -2.4, -3, -9, -7
> CCC(=O)NNc1ncnc2c1cnn2-c1cccc(C)c1
    7, 9, 0, 4, 1.7, -2, 4, 0
> COc1ccc(CCNC(=O)CCc2nnc(Cc3ccc4c(c3)OCO4)o2)cc1
    -7, 6, -4, -12, -1.1, -4, 2, 0
> COc1ccc(CC2(CO)CCN(Cc3ccc4c(c3)CCO4)CC2)cc1
    -5, -10, -3, 10, -0.3, -1, 4, -20
> CC1CCN(C(C(=O)Nc2ccc(C(C)C)cc2)c2ccc3c(c2)OCO3)CC1 (stereo not given)
    30, 2, -1, 11, -0.4, -5, 25, -1
> COc1ccccc1Nc1ccc(NC(=O)c2cccc([N+](=O)[O-])c2C)cc1
    22, -75, 1, -21, 3.6, 0, 36, 7
> COc1cccc(C(=O)OCC(=O)c2[nH]c(C)c(C(C)=O)c2C)c1
    1, -31, -2, -15, 2.9, -3, 16, -19
> CCOC(=O)C1(Cc2cccc(OC)c2)CCCN(C(=O)CNC(C)=O)C1 (stereo not given)
    -77, -34, -4, -44, 7.4, 0, 1, 5
> CCOC(=O)C1CCCN(C(=O)Cn2cnc3c2c(=O)n(C)c(=O)n3C)C1 (stereo not given)
    -15, 3, -3, 14, -1.1, -4, 12, 1
> COc1cccc(Nc2ncnc3ccccc23)c1
    2, -104, -2, -75, 4.3, 1, 7, -9
> CCOc1ccc(C(=O)NCC(C)NC(=O)c2ccc(OCC)cc2)cc1 (stereo not given)
    9, 7, -3, -18, -2.1, 0, -13, 16
> COc1ccc(/C=N/NC(=O)CNC(=O)COc2ccccc2)cc1
    -24, -14, 0, -13, 0.4, -1, -3, -3
> CN(CP(=O)(O)C(O)c1ccccc1)S(C)(=O)=O (stereo not given)
    10, 15, 1, -12, -1.2, 0, 8, -3
> C/C(=N/NC(=O)CNC(=O)Cc1ccccc1)c1ccco1
    22, 6, 0, 12, -2.6, -3, 2, 6
